PGC1a acetyl inh – modulators of PGC1a acetylation. U2OS PGC1a acetylation, AlphaScreen anti-acetyl-lysine; with virally co-expressed GCN5 acetyltransferase. inhibition, % at 15.6 µM. actives 0.17% (n = 350,000). AID 651687;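 active = every replicate shows inhibition of at least 40%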;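 also: 0% = neutral control wells and 100% = positive control wells; some results beyond the cut were filed as inactive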
ERAP1 inh – inhibitors of human ERAP1 aminopeptidase; recombinant ERAP1, Leu-AMC fluorescence, 60 min; inhibition, % at 10.7 µM; actives 0.15% (n = 340,000); AID 652197;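 active = mean replicate inhibition of at least 30%, or all replicates individually reaching that 30% level; inactive = mean below 30% and not every replicate reaching it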;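 also: 0% = neutral control wells and 100% = L-leucinethiol positive control wells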
RAD52 inh – RAD52 (human) annealing inhibition; P43351; recombinant RAD52 DNA annealing, FRET fluorescence; inhibition, % at 18.7 µM; actives 0.46% (n = 360,000); AID 651710;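 active = every replicate showing at least 50% inhibition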
Target sequence (P43351 whole entry, looked up): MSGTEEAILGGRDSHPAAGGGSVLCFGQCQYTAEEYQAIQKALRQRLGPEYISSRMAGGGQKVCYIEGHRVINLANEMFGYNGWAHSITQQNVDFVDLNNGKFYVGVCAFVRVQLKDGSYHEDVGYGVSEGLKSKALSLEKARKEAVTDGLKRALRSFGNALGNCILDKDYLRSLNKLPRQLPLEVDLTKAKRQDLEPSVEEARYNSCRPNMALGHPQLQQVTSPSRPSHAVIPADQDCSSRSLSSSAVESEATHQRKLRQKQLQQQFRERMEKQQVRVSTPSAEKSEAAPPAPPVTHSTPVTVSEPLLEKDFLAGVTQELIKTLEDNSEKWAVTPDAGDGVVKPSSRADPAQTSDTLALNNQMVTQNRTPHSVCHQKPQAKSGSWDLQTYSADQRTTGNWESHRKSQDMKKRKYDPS
Cneo AK release – Cryptococcus neoformans lysis via adenylate kinase release; AID 651654; actives 0.2% (n = 360,000); lysis activity, % at 15 µM; C. neoformans lysis, adenylate kinase release luminescence, 4 h; normalised: neutral wells 0, clomiphene wells 100;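 active = mean lysis activity across replicates of at least 80%, whatever share of replicates individually reach that level; inactive = mean lysis activity below 80%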
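Assay system: log-phase C. neoformans yeast / Quantity: yeast cell density of 5 × 10^6 cells/mL / Medium: fresh YPD growth medium / Compound: single dose / Timing: static 4 h at 37 °C with compound, 1 h detection / Measured by: adenylate kinase release luminescence / Read-out: lysis from increased AK signal / Benchmarks: Clomiphene as positive lysis control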
RAD54 branch – inhibitors of human RAD54 branch migration. actives 0.14% (n = 360,000). Q92698. RAD54 Holliday junction branch migration, FAM/BHQ fluorescence. inhibition, % at 10.4 µM;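 active = mean normalized replicate activity at least 40 and at least half of replicates scoring 40 or more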;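 also: 0% = median of neutral control wells and 100% = median of positive control wells; inhibitors cause a drop in the FAM fluorescence signal; in these data hits start at about 50%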
PglD inh – blocks C. jejuni PglD acetyltransferase activity; AID 602405; actives 0.098% (n = 360,000); inhibition, % at 12.5 µM; purified PglD enzyme, DTNB colorimetric CoA detection; in the data active = inhibition above about 16%, passing the limit was not always enough; also: strong numbers were not always called active
miR122 inh – inhibitors of miR-122 in Huh7 cells; Huh7 miR-122 Renilla luciferase sensor, 48 h; neutral wells = 0, positive control = 100; activation (reporter increase), % at 12.5 µM; actives 0.3% (n = 340,000); AID 602342;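 active = mean replicate activation score at least 90 and every replicate individually at or above 90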;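 also: higher luciferase means less miR-122 activity so hits act as miR-122 inhibitors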
E-sel inducer – E-selectin induction on HUVECs; HUVEC E-selectin immunofluorescence imaging; normalized: neutral wells 0, TNF-alpha wells 100; activation, % at 7.58 µM; actives 0.37% (n = 260,000);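 active = mean E-selectin-positive cell signal at least 10% of the positive control, reached in at least 60% of replicates, without over 20% cell loss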;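 also: in these data hits start at about 27%; measured in HUVEC primary endothelial cells; signal is the percent of cells scored E-selectin positive by PE staining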
Target sequence (P16581 whole entry, looked up): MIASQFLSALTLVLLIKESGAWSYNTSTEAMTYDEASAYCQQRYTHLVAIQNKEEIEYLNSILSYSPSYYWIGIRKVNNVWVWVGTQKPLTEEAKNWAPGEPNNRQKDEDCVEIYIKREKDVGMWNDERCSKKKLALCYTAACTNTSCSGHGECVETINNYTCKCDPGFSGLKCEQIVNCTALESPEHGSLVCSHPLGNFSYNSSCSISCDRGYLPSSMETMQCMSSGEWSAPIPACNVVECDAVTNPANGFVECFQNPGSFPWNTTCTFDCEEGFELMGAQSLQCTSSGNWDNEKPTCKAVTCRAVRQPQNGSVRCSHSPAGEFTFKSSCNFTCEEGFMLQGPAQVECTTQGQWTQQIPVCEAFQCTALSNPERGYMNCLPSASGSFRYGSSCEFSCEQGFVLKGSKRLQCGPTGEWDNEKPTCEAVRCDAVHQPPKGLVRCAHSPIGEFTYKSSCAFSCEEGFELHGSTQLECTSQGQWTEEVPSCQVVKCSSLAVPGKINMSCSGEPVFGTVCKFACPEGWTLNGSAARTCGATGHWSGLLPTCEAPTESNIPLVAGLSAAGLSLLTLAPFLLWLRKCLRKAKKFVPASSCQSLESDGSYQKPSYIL
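Test system – human umbilical vein endothelial cells (HUVEC), E-selectin induction · Input – 3,000 HUVEC seeded per well · Buffer or medium – EGM-2, gelatin · Compound dosing – single-point compound dose · Detection – immunofluorescence imaging · Measure – percent E-selectin-positive cells · Controls – TNF-alpha high, DMSO low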
* = called active by the depositor; · = not tested or not shown; [ ] = remark or other dose.

canonical_smiles	PGC1a acetyl inh	ERAP1 inh	RAD52 inh	Cneo AK release	RAD54 branch	PglD inh	miR122 inh	E-sel inducer
N#CCc1cnc2ccccc2n1	-2	-1	-47	-1	5	-15	-9	-0.1
Cc1cc(C)c(C#N)c(SCC(O)COc2ccc(Br)cc2)n1 (stereo not given)	·	-1	-20	0	-12	3	·	·
O=[N+]([O-])c1cc(F)c(N2CCOCC2)cc1N1CCCCC1	-7	0	4	1	0	-4	-1	·
CC(C)NC(=O)N1[C@H](CO)[C@@H](c2ccccc2)[C@H]1CN(C)C(=O)c1ccncc1	12	·	·	1	-4	-2	0[16.7 µM]	0.0
O=C1CN2CCC1C/C2=C\c1ccnc2c(Cl)cccc12 (stereo not given)	·	-1	1	0	2	-6	·	0.1
O=C(CSc1ccccc1C(=O)N1CCCCC1)NCC1CCCCC1	·	-6	-12	-1	4	-1	·	0.5
Nc1[nH]ncc1S(=O)(=O)c1ccccc1	-5	-1	-2	-4	-15	0	-6	-0.3
O=C(c1ccc(S(=O)(=O)Nc2ccccc2)cc1)N1CCC1	·	-3	0	2	-6	-2	1	-0.1
CCCC(=O)N1CC2(CN(C(=O)NC(C)C)C2)c2c([nH]c3cc(OC)ccc23)[C@H]1CO	6	-2	-15	·	·	·	·	0.0
CCOC(=O)NC(Nc1ccc(S(N)(=O)=O)cc1)(C(=O)OCC)C(F)(F)F (stereo not given)	-7	·	·	2	8	-32	-2	·
Clc1ccc(C(c2nnnn2C2CCCCC2)N(Cc2cccnc2)Cc2ccco2)cc1 (stereo not given)	3	·	·	-2	4	-2	1	·
Clc1ccc2nc(-c3ccccc3)c(CN3CCOCC3)n2c1	·	·	·	6	3	3	11	·

Gathered by group: the entries above with a carbonyl joined to an NH by a bond outside any ring (four)
canonical_smiles	PGC1a acetyl inh	ERAP1 inh	RAD52 inh	Cneo AK release	RAD54 branch	PglD inh	miR122 inh	E-sel inducer
CC(C)NC(=O)N1[C@H](CO)[C@@H](c2ccccc2)[C@H]1CN(C)C(=O)c1ccncc1	12	·	·	1	-4	-2	0[16.7 µM]	0.0
O=C(CSc1ccccc1C(=O)N1CCCCC1)NCC1CCCCC1	·	-6	-12	-1	4	-1	·	0.5
CCCC(=O)N1CC2(CN(C(=O)NC(C)C)C2)c2c([nH]c3cc(OC)ccc23)[C@H]1CO	6	-2	-15	·	·	·	·	0.0
CCOC(=O)NC(Nc1ccc(S(N)(=O)=O)cc1)(C(=O)OCC)C(F)(F)F (stereo not given)	-7	·	·	2	8	-32	-2	·

The list continues.
canonical_smiles	PGC1a acetyl inh	ERAP1 inh	RAD52 inh	Cneo AK release	RAD54 branch	PglD inh	miR122 inh	E-sel inducer
O=C(COc1ccc(Cl)cc1Cl)N/N=C/c1ccc(OC2OC(CO)C(O)C(O)C2O)cc1 (stereo not given)	5	·	-4	-1	-3	-3	3	2.9
Cc1ccc(S(=O)(=O)N2C[C@@H](O)COC[C@H]3O[C@@H](CC(=O)N[C@@H]4CCN(Cc5ccccc5)C4)CC[C@@H]32)cc1	-5	0	1	-2	-1	1	-1[16.7 µM]	0.1
CCOCCCNC(=O)Cn1cnc2sc(C)c(S(=O)(=O)N3CCN(c4ncccn4)CC3)c2c1=O	7	3	-6	·	·	·	-1	·
C=CCn1c(SCC(N)=O)nnc1-c1cc(Br)ccc1O	-8	2	-5	1	-10	5	0	·
c1ccc2c(c1)nc1n2C2(N3CCOCC3)CCCC2C1N1CCOCC1 (stereo not given)	-23	·	·	5	-9	5	4	·
CCN(CC)C(=O)[C@H]1CC(CC(=O)NCCCn2ccnc2)C(=O)N2CCc3c([nH]c4ccc(OC)cc34)[C@]12C (stereo not given in full)	·	-3	-12	-2	9	-1	2	-0.2
O=C(O)CCCC(=O)N1CCN(c2ncccn2)CC1	-5	0	-10	2	-6	4	-1	7.3
Cc1ccc(S(=O)(=O)Nc2ccc3c(c2)n(C)c(=O)n3C)c(C)c1	-37	0	-14	·	·	·	51	·
CC(=O)N(C)C[C@H]1Oc2cc(C#CC3CCCCC3)ccc2S(=O)(=O)N([C@H](C)CO)C[C@H]1C	-15	1	15	-6	0	4	-8[16.7 µM]	0.5
CCCN(CC(=O)Nc1ccccc1OC)C(=O)c1cccc(S(=O)(=O)Nc2ccc(OC)cc2)c1	·	3	-7	0	-3	2	·	0.1
Cc1cc(C(=O)Nc2ccccc2Cl)c2ccccc2n1	14	-1	-49	-1	-9	3	-5	·
COc1cc(NS(=O)(=O)c2ccc(N/C=C\C(=O)c3ccc(C)cc3)cc2)nc(OC)n1	0	·	·	1	-12	-3	19	·

In a second layout: entries from further up.
Values in the order: PGC1a acetyl inh	ERAP1 inh	RAD52 inh	Cneo AK release	RAD54 branch	PglD inh	miR122 inh	E-sel inducer
> Cc1ccc(S(=O)(=O)Nc2ccc3c(c2)n(C)c(=O)n3C)c(C)c1
→ -37	0	-14	·	·	·	51	·
> Clc1ccc(C(c2nnnn2C2CCCCC2)N(Cc2cccnc2)Cc2ccco2)cc1 (stereo not given)
→ 3	·	·	-2	4	-2	1	·

Some of these compounds in order of the RAD52 inh value, low to high.
| SMILES | PGC1a acetyl inh | ERAP1 inh | RAD52 inh | PglD inh | miR122 inh |
| --- | --- | --- | --- | --- | --- |
| CCN(CC)C(=O)[C@H]1CC(CC(=O)NCCCn2ccnc2)C(=O)N2CCc3c([nH]c4ccc(OC)cc34)[C@]12C (stereo not given in full) | · | -3 | -12 | -1 | 2 |
| CCCN(CC(=O)Nc1ccccc1OC)C(=O)c1cccc(S(=O)(=O)Nc2ccc(OC)cc2)c1 | · | 3 | -7 | 2 | · |
| Cc1ccc(S(=O)(=O)N2C[C@@H](O)COC[C@H]3O[C@@H](CC(=O)N[C@@H]4CCN(Cc5ccccc5)C4)CC[C@@H]32)cc1 | -5 | 0 | 1 | 1 | -1[16.7 µM] |

The list continues.
canonical_smiles	PGC1a acetyl inh	ERAP1 inh	RAD52 inh	Cneo AK release	RAD54 branch	PglD inh	miR122 inh	E-sel inducer
Cc1noc(C)c1NC(=O)Nc1ccc2c(c1)C(=O)N([C@@H](C)CO)C[C@H](C)[C@@H](CN(C)CC1CC1)OCCCC[C@H](C)O2	·	1	-5	3	4	3	0[16.7 µM]	-0.4
CCN(CC(=O)N1CCOCC1)S(=O)(=O)c1cc(Cl)ccc1Cl	4	-2	-1	0	5	6	-1	·
COc1ccc(NC(=O)N(C)C[C@H]2Oc3c(NS(=O)(=O)c4ccc(Cl)cc4)cccc3C(=O)N([C@@H](C)CO)C[C@H]2C)cc1	-11	3	-2	-3	2	1	1[16.7 µM]	-0.1
CCn1c(SCC(=O)Nc2ccccc2)nnc1-c1cccs1	-4	1	-12	7	-4	4	1	3.4
CC1CCc2c(sc3ncn(CC(=O)N=Nc4c(O)[nH]c5ccccc45)c(=O)c23)C1 (stereo not given)	·	-3	3	·	·	·	-1	-0.2
C[C@H](CO)N1C[C@H](C)[C@H](CN(C)C(=O)Nc2ccc(F)cc2)Oc2cc(-c3cccc(C(=O)N(C)C)c3)ccc2S1(=O)=O	-14	0	-7	-6	-2	5	-1[16.7 µM]	1.2
COc1ccc(CN2C(=O)[C@@H]3Cc4c([nH]c5ccccc45)C(C)(C)N3C2=O)cc1	·	-3	-9	-4	3	-6	·	-0.2
COc1ccc(NC(=O)c2ccc3c(c2)OCCO3)cc1OC	9	-5	3	-7	-5	-8	-5	-0.1
COc1ccc(S(=O)(=O)Nc2cccc3c2O[C@H](CN(C)C(=O)Nc2ccc4c(c2)OCO4)[C@H](C)CN([C@@H](C)CO)C3=O)cc1	-6	2	-4	-4	3	-1	-2[16.7 µM]	-0.2
Cc1ccc(S(=O)(=O)N2CCC(C(=O)NCCN3CCOCC3)CC2)cc1C	2	2	-14	2	10	4	-3	0.0
C/C=C/c1ccc(OCC(=O)Nc2ccncc2)c(OC)c1	15	0	-11	3	4	0	3	-0.1
COc1ccc(C)cc1NC(=O)c1ccc2c(c1)C(=O)N(Cc1ccncc1)C2=O	·	-2	-15	0	-4	-1	·	0.0
C[C@H](O)[C@@H]1CN2CCc3c([nH]c4ccccc34)[C@@H]2C[C@@H]1N(C)C(=O)Nc1ccc(Br)cc1	5	1	-61	-2	-6	1	-6	0.1
NC(=O)NC(c1ccccc1)c1cccc2ccccc12 (stereo not given)	4	2	-8	-2	-15	-1	4	·
COc1cc2c(cc1OC)C(C1(O)CCCCC1)NCC2 (stereo not given)	·	-2	-6	2	4	0	·	-0.1
COc1ccc(CC(N)c2csc(NC(=O)NC(c3ccccc3)c3ccccc3)n2)cc1 (stereo not given)	·	6	-35	-1	-8	-6	0	-0.2
Cc1c(-c2ccccc2)nc(N)c(C#N)c1-c1ccco1	-4	·	·	6	-2	-1	3	·
CCOc1ccc(NC(=S)N2CCC(NC(=O)c3ccco3)CC2)cc1	·	-3	-13	1	4	-1	·	-0.2
COc1ccccc1OCCCOc1c(C)cc(C)cc1Br	-8	·	·	-2	-6	1	3	·
O=C(C[C@@H]1C[C@H]2c3cc(NS(=O)(=O)c4ccc(F)cc4)ccc3O[C@H]2[C@@H](CO)O1)NCc1cc(F)ccc1F	-1	-2	1	29	7	-3	6[16.7 µM]	-0.5
Cc1ccc(OCC(=O)O)c(-n2nc3ccccc3n2)c1	4	·	·	-1	2	-2	11	·
Cc1onc(-c2ccccc2)c1C(=O)NCCCc1ccccc1	5	1	-9	0	10	1	-6	-0.2
Cc1ccc(S(=O)(=O)N(C)C[C@@H]2OCCCC[C@@H](C)Oc3ccc(NC(=O)Nc4ccc(C(F)(F)F)cc4)cc3C(=O)N([C@@H](C)CO)C[C@@H]2C)cc1	-9	1	-10	0	-1	2	-3[16.7 µM]	·
Cc1ccc(S(=O)(=O)Nc2ccc(Cl)cn2)cc1C	0	4	-7	10	2	-1	47	0.0
Clc1ccccc1Cn1nnc2ccccc21	·	2	-5	-1	-6	0	2	0.1
CCC1OC(c2ccc([N+](=O)[O-])cc2)=Nc2ccccc21 (stereo not given)	-2	2	-11	-1	-2	7	-1	1.2
COc1ccccc1C(=O)Nc1cccc(NC(=O)c2ccccc2C)c1	8	-1	1	-2	-11	0	-12	·
CCCOn1c(OCC(C)C)nc2ccccc2c1=O	-15	·	·	0	-15	-2	-2	·
O=C(CSc1ncnc2nc[nH]c12)N1CCN(c2ccccc2)CC1	-4	·	·	2	1	-12	4	·
COc1ccc(NC(=O)N(C)C[C@@H]2Oc3ccc(NC(=O)NC(C)C)cc3C(=O)N([C@H](C)CO)C[C@@H]2C)cc1	2	0	-6	42	-15	1	-7[16.7 µM]	1.2
O=C(NCCNC(=O)c1ccc(-c2cccc(Cl)c2)o1)c1cnccn1	3	-5	-8	0	4	-3	-4	-0.1
COc1ccc(NC(=O)N(C)C[C@H]2OCc3ccccc3-c3ccccc3C(=O)N([C@@H](C)CO)C[C@H]2C)cc1	1	0	3	-2	6	5	·	-0.1

Random draw from the library; 1.4% or so of the library scored in one or more.
